From PubChem BioAssay
PriA SSB inh: K. pneumoniae PriA-SSBct interaction inhibition; inhibition, % at 33 µM; AlphaScreen SSBct-PriA binding, biotinylated peptide; AID 1272365; actives 0.6% (n = 430,000); in the data active = inhibition mostly above about 37%, no sharp cut-off; inactive = mostly below about 20%;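 also: plate controls were negative control peptide for no effect and reference peptide for full effect; strong numbers were not always called active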
Starred values were filed as active, the others as inactive; i = inactive; & = joins results of further samples. The list is partial; the hit share may differ from the screen's.

structure	PriA SSB inh
O=C(c1ccccc1C(F)(F)F)N1CCC(n2ccnn2)CC1	-8
CN1CCOc2ccc(NC(=O)CSCc3ccccc3)cc2C1=O	-7
Fc1cccc(Nc2nc(Nc3ccccc3F)nc(N3CCOCC3)n2)c1	-2
CCCOc1ccc(-c2c(C(=O)NN=Cc3ccncc3)nnn2-c2nonc2N)cc1	9
Cc1ccc(C2(O)C[N+]3=C(SCCC3)N2Cc2ccccc2)cc1 (stereo not drawn)	5
O=C(NCc1cccnc1-c1ccsc1)c1ccoc1	9
CCCSc1nnc(CNC(=O)c2c(F)cccc2Cl)n1-c1ccc(Cl)c(Cl)c1	-11
O=C(CSc1nncc(=O)[nH]1)Nc1cccc2ccccc12	-4
CC(=O)N1CCc2ccc(NS(=O)(=O)c3ccc(F)c(Cl)c3)cc21	-10
CN(C)S(=O)(=O)c1ccc2c3c(cccc13)C(=O)N2	-11
O=C(c1ccco1)N1N=C(c2cccc(NS(=O)(=O)c3ccc(Cl)cc3)c2)CC1c1ccco1 (stereo not drawn)	-1
O=C(Nc1ccc(-n2nncc2C23CC4CC(CC(C4)C2)C3)cc1)c1cc2ccccc2oc1=O	-10
CC(=NNC(=O)c1ccc(NS(=O)(=O)c2cccs2)cc1)c1ccc(C(C)(C)C)cc1	5
NS(=O)(=O)c1ccc(CCNC(=O)Cn2cnc(-c3ccccc3)cc2=O)cc1	-17&-16
Cc1ccc2ncc(C#N)c(Nc3ccc4c(c3)OCCO4)c2c1	4

Further results.
structure	PriA SSB inh
O=C(Cn1cnc2ccccc21)N1CCC(Oc2ccc(C(F)(F)F)cn2)CC1	-9
CCOC(=O)c1nn(-c2ccccc2)c(=O)cc1NC(=O)c1ccc(S(=O)(=O)N2CCCC2)cc1	-1&-8
COc1cc(Br)cc(C=Nc2ccccc2O)c1O	12
CC(C)CS(=O)(=O)C1CN(C(=O)c2ccncc2)C1	-7
O=C(Cn1c(=O)n(CCCCCC(=O)Nc2ccccc2)c(=O)c2sccc21)NCCC1=CCCCC1	-2
COc1ccc(OC)c2sc(NC(=O)c3c(F)cccc3F)nc12	3
O=C(NCc1cc(-c2ccccc2)on1)c1ccco1	-13&9
O=C(Cn1cnc2c(-c3ccccc3)csc2c1=O)Nc1ccc(Br)cc1F	6
COc1ccc(-c2ccc(N3CCC(C(=O)NCCc4c[nH]c5ccccc45)CC3)nn2)cc1	16
O=C(Nc1nc(-c2ccc3c(c2)OCCO3)cs1)c1ccc2ncsc2c1	-18
O=C(CN1CCN(Cc2nc(-c3cccs3)cs2)CC1)Nc1ccccc1C(F)(F)F	-8&5
C=CCn1c(SCc2csc(C)n2)nc2scc(-c3ccc(F)cc3)c2c1=O	-11
CC(=O)c1c(Cc2ccccc2Cl)c[nH]c1C	-11
COCCN=c1scc(-c2cc(OC)ccc2OC)n1N=Cc1c[nH]c2ccccc12	66*
Nc1nonc1-n1nnc(C(=O)NN=Cc2ccccc2Cl)c1CN1CCOCC1	1

Compounds from the list above containing two or more sulfur atoms:
structure	PriA SSB inh
CC(=NNC(=O)c1ccc(NS(=O)(=O)c2cccs2)cc1)c1ccc(C(C)(C)C)cc1	5
O=C(Nc1nc(-c2ccc3c(c2)OCCO3)cs1)c1ccc2ncsc2c1	-18
O=C(CN1CCN(Cc2nc(-c3cccs3)cs2)CC1)Nc1ccccc1C(F)(F)F	-8&5
C=CCn1c(SCc2csc(C)n2)nc2scc(-c3ccc(F)cc3)c2c1=O	-11

The list continues:
structure	PriA SSB inh
COc1ccc([N+](=O)[O-])cc1NC(=O)c1c[nH]c(=O)n(-c2ccc(OC)c(OC)c2)c1=O	-2
CCCOc1ccc(C(=O)NC(=S)N2CC3C[C@H](C2)Cn2c3cccc2=O)cc1	-7
O=C(COc1ccc(Cl)cc1)Nc1ccc(CC(=O)N2CCCC2)cc1	2
O=C(/C=C/c1ccco1)Oc1cc(Br)cc(C=NNC(=O)c2ccccc2O)c1	12
COc1ccc(C(=O)Nc2c(C)nc3ccc(Cl)cn3c2=O)cc1	-9
O=C(CCSc1ccc(Cl)cc1)Nc1cccc2ccccc12	-12
O=C(c1ccc2ncsc2c1)N1CCC2(CC1)OCCS2	1
CC(CNc1nc2c(-c3cccc(C(F)(F)F)c3)nnn2c2ccccc12)c1ccccc1 (stereo not drawn)	1
O=C(CN1C(=O)CCC1=O)Nc1nc2cc3c(cc2s1)OCO3	-16
C(=Nn1cnnc1SCc1ccccc1)c1ccco1	-6
CN(C)c1ccc(C=NNC(=O)CN(c2ccccc2Cl)S(C)(=O)=O)cc1Br	-17
O=C(NCc1cccnc1)C(=O)NCC(c1ccco1)N1CCc2ccccc21 (stereo not drawn)	27
O=C(Nc1ccc(-n2cnnc2)cc1)C1=Cc2ccccc2OC=C1	-18
CN(C)CC#CCNS(=O)(=O)c1cc(F)cc(F)c1	-12
Cc1nn(-c2ccccc2)c(Cl)c1C=NNc1nc2ccccc2n1C	15

Next section:
structure	PriA SSB inh
CC(C)CS(=O)(=O)NCC(c1ccsc1)N(C)C (stereo not drawn)	-4
Cc1nc(-c2cccs2)sc1CNC(=O)NCCOc1ccccc1	0
Cc1ccc(NC(=O)CC(NCCOCCO)C(=O)O)cc1Cl (stereo not drawn)	-8
COc1ccc(N2C(=O)N(c3ccc(C)c(Cl)c3)C3CS(=O)(=O)CC32)cc1 (stereo not drawn)	2
Cc1ccc(NC(=O)NCC(C(C)C)N(C)C)cc1 (stereo not drawn)	-6&3
O=C1C(=O)N(CCCn2ccnc2)C(c2cccnc2)C1=C(O)c1ccc(F)cc1 (stereo not drawn)	-7
OC(c1ccccc1)c1nc2ccccc2n1Cc1ccc(Cl)c(Cl)c1 (stereo not drawn)	-1
O=C(CNS(=O)(=O)c1cccc(Cl)c1)NC1CCN(c2ccccn2)C1 (stereo not drawn)	12
CC(=NOCON=C(C)c1ccc(F)cc1F)c1ccc(F)cc1F	-8
Cc1cc(NC(=O)c2ccnn2C)n(-c2nc3ccccc3s2)n1	3
CC(=O)Nc1ccc(NC(=O)CSc2nc(CC(=O)N3CCC4(CC3)OCCO4)cs2)cc1	-12
Cc1ccc(Nc2nc(Nc3cccc(F)c3)nc(N3CCCC3)n2)cc1C	8
Cc1ccc(S(=O)(=O)N2CCN(CC(O)c3ccco3)CC2)s1 (stereo not drawn)	-6
O=C(O)c1cnsn1	-12
Cn1cccc1C(CNC(=O)C12CC3CC(CC(C3)C1)C2)N1CCCC1 (stereo not drawn)	-6

Other results
structure	PriA SSB inh
CCOc1cc(-c2nnc(NC(=O)c3nc4ccccc4s3)o2)cc(OCC)c1OCC	-22
CC(C=NNC(=O)CNc1n[nH]c(=O)[nH]c1=O)c1ccccc1 (stereo not drawn)	-3
CC(=O)Nc1ccc(C(C)=NNS(=O)(=O)c2ccc(C)cc2)cc1	-13
CCCc1sc(NN=Cc2ccccn2)nc1-c1ccc(Br)cc1	-4
O=C(c1cccc(C(F)(F)F)c1)N1CCC(Cn2ccnc2-c2ccccc2)CC1	11
COc1ccc2c(c1)CCCC2=NNC(=O)c1ccoc1C	-10
O=C(Nc1cccc(-c2cn3ccsc3n2)c1)c1ccno1	2
CCOc1cc(C=NNC(=O)CSc2nncn2C)ccc1OC(=O)c1ccc(Cl)cc1	12
COC(=O)/C=C1\SC(=N/N=C/c2ccc(Cl)cc2)NC1=O	i
C=CCSc1nnc(Cc2nnc(SCC=C)n2-c2ccccc2)n1-c1ccccc1	-18
CC(=O)Nc1ccc(C(=O)NN=Cc2cccnc2)cc1	-9
O=C1CCCC(=NNC(=O)c2ccc(COc3ccccc3-c3ccccc3)cc2)C1	5
Cn1c(C2CCCN(S(C)(=O)=O)C2)nn(CC(=O)N2CCCc3ccccc32)c1=O (stereo not drawn)	-7
COc1ccc(OCC(=O)NCCOc2cc(C)cc(C)c2)cc1	4
COC(=O)c1ccc(C(=O)N(/N=C\c2cc(OC)c(OC)c(OC)c2)c2nc3ccc(F)cc3s2)cc1	5

(list continues)
structure	PriA SSB inh
Cc1noc(C)c1S(=O)(=O)NC1CCC(Oc2ncc(F)cn2)CC1 (stereo not drawn)	-13
COc1ccc(S(=O)(=O)N2CCCC2CS(=O)(=O)c2ccccc2)cc1Cl (stereo not drawn)	-3
COc1ccc(OC)c(C2C(=C(O)c3ccc(OC)c(Cl)c3)C(=O)C(=O)N2CCN(C)C)c1 (stereo not drawn)	-2
Cc1cccc(NC(=NS(=O)(=O)c2ccccc2)c2ccccc2)n1	0
COc1ccc(S(=O)(=O)N2CCN(c3ccc4nnc(C5CC5)n4n3)CC2)cc1F	2
Cc1ccc(NC(=O)CSc2n[nH]c(-c3ccccc3)n2)cc1	61
COc1cccc(C2C(=C(O)c3ccc4c(c3)OCCO4)C(=O)C(=O)N2CCCn2ccnc2)c1 (stereo not drawn)	-11
CC(C)CCN1C(=O)C(C)(C)COc2ccc(NC(=O)c3ccco3)cc21	23
CCOc1c(Br)cc(C=NNC(=O)c2ccccc2)cc1OC	4
O=C(CCCS(=O)(=O)c1ccc(Cl)cc1)Nc1nccs1	11
O=C(CNS(=O)(=O)c1cccc(Cl)c1)N1CC(S(=O)(=O)C2CCCCC2)C1	2
COc1cccc(-c2cc(C(=O)Nc3cnn(C4CCOCC4)c3)n(C)n2)c1	-20
O=C(/C=C/c1ccc2c(c1)OCO2)Nc1nnc(Cc2ccccc2)o1	11
Nc1nonc1-n1nnc(C(=O)NN=Cc2ccc(OCc3cccc(Cl)c3)cc2)c1CN1CCCCC1	-4
CCOc1ccc(Nc2nc(C(=O)N3CCCC3)cs2)cc1	0

As entered above:
Entry of O=C1C(=O)N(CCCn2ccnc2)C(c2cccnc2)C1=C(O)c1ccc(F)cc1 (stereo not drawn) under PriA SSB inh: -7
Entry of CN1CCOc2ccc(NC(=O)CSCc3ccccc3)cc2C1=O under PriA SSB inh: -7

Other compounds:
structure	PriA SSB inh
O=C(Nc1nccs1)c1cc2ccccc2c(=O)o1	-17
CSc1ccc(CNC(=O)CSc2nccc(-c3ccc(C)c(C)c3)n2)cc1	-1
Cc1cc(SCC(=O)OCc2ccccc2)nc(=O)[nH]1	1
N#Cc1ccccc1NC(=O)C(=O)NCCc1cn2c(n1)SCC2	3
COc1ccc(-c2cn3nc(SCC(=O)Nc4cccc(C(F)(F)F)c4)ccc3n2)cc1	-29
COc1ccc(-c2cc(N3CCC[C@H](C(=O)NCc4ccc(S(N)(=O)=O)cc4)C3)ncn2)cc1	-5
Fc1ccc(N2CCN(c3nc(Nc4ccc5c(c4)OCO5)c4cnn(-c5ccccc5)c4n3)CC2)cc1	-6
O=C(O)CC(CC(=O)NCC1CCN(C(=O)c2ccccc2F)CC1)c1cccs1 (stereo not drawn)	11
COc1ccc(Cl)cc1C(=O)NCc1cc(C)nc(N(C)C)n1	10
COc1ccc(Br)c(C(=O)N2CCN(c3c(C)nn(-c4ccccc4)c3C)CC2)c1	-1
Cc1cc(S(=O)(=O)N2CCN(CCO)CC2)ccc1Cl	-37
O=C(CCc1ccc(C(F)(F)F)cc1)NCC1(c2cccs2)CCOCC1	-13
CC(C)(Oc1ccc(Cl)cc1)C(=O)NCC1(c2ccc(F)cc2)CC1	-26
O=C(NC[C@H](O)c1csc2ccccc12)c1nc2ccccc2s1	-17
COc1ccccc1-c1ccc(N2CCN(C(=O)Nc3cccc(F)c3)CC2)nn1	-6

Laid out differently: entries from further up.
Fc1ccc(N2CCN(c3nc(Nc4ccc5c(c4)OCO5)c4cnn(-c5ccccc5)c4n3)CC2)cc1
- PriA SSB inh: -6

O=C(O)CC(CC(=O)NCC1CCN(C(=O)c2ccccc2F)CC1)c1cccs1 (stereo not drawn)
- PriA SSB inh: 11

COc1ccc(Cl)cc1C(=O)NCc1cc(C)nc(N(C)C)n1
- PriA SSB inh: 10

Continued:
structure	PriA SSB inh
Cc1[nH]c(=O)[nH]c(=O)c1CCC(=O)Nc1ccc(S(=O)(=O)N(C)c2ccccc2)cc1	2
CC(=O)Nc1ccc(NC(=O)CSc2nc(N)c(NC(=O)c3ccccc3)c(=O)[nH]2)cc1	-21
O=c1c(C=NN2CCOCC2)c(C(F)(F)F)[nH]n1-c1ccccc1	-13
COc1ccc(CC(=O)NCC2(O)CCc3ccccc3C2)cc1OC (stereo not drawn)	-2
CCCOc1ccc(S(=O)(=O)N2CCN(c3ccc(F)cc3)CC2)cc1C	4
COc1cc([N+](=O)[O-])cc(C=NNC(=O)C(C)Nc2ccccc2C)c1O (stereo not drawn)	5
COc1ccc(OC)c2sc(N(Cc3ccccc3)C(=O)c3ccn(C)n3)nc12	10
COC(=O)C(N=Nc1cccc(S(=O)(=O)N2CCOCC2)c1)=C(C)O	7
CCCCOc1ccc(S(=O)(=O)NC(C)c2ccccc2)cc1 (stereo not drawn)	-5&-20
NC(=O)NN=Cc1cc(Br)ccc1O	-7
Cc1ccc2c(Nc3ccc(Cl)cc3)c(-c3nc(C)no3)cnc2n1	-6
Cc1ccc(-n2c(=S)sc3c(=O)n(C)c(SCC(=O)NCc4ccccc4)nc32)cc1	0
COC(=O)c1ccc(CSc2n[nH]c(=O)c3cc(-c4cccs4)nn23)o1	-20
COc1ccccc1NC(=O)Cn1nc(C2CC2)c2cnn(-c3ccc(C)cc3C)c2c1=O	1
Cc1ccc(-n2nnnc2CNC(=O)c2cc(=O)c3ccccc3o2)cc1	-1

The listing continues:
structure	PriA SSB inh
O=C(NCCN1CCOC(c2ccccc2)C1)c1ccc(Cl)cc1 (stereo not drawn)	-10
O=C1c2ccccc2-c2c1cccc2C(=O)N1CCN(c2ccc(Cl)cc2)CC1	11
COc1ccccc1N1CCN(CCNC(=O)C(=O)Nc2ccc3c(c2)OCCO3)CC1	-2
COCCn1c(=NC(=O)C(C)C)sc2cc(F)ccc21	-7
